MCF10A rereplic = induces DNA re-replication in MCF 10a normal breast cells; MCF 10A DNA re-replication, Hoechst nuclear intensity, 48 h; Potency, µM (doses to about 46.1 µM), for the others: top-dose activity, positive = re-replication, most hits filed as activators; 350,000 tested, 2.9% active; AID 624296; note: potency is the fitted concentration of half-maximal effect; % of control where 0% means no effect; nearly all actives have a fitted effect of over 50% in size
HT1080 IDH1KD tx = HT-1080 IDH1 knockdown cell toxicity (counter line). HT-1080 IDH1 knockdown viability, ATP luminescence, 48 h. Potency, µM (series often up to 46.1 µM), for the others: top-dose activity, negative = toxicity, usual class: cytotoxic. 360,000 tested, 2% active. AID 686971;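 note: potency is the fitted concentration of half-maximal effect; 0% = DMSO wells and -100% = cell-free medium wells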
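In this qHTS, HT-1080 cells depleted of IDH1 are exposed for 48 h at 37 °C to compound titrations. Toxicity is scored from CellTiter-Glo luminescence, with DMSO as full viability and medium alone as none.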
KB-3-1 tox = kills parental KB-3-1 adenocarcinoma cells | Potency, µM (titrated, usually from 46.1 µM), inactives show at the top dose activity change, negative = cytotoxic, most hits filed as cytotoxic | 400,000 tested, 1.4% active | KB-3-1 viability, CellTiter-Glo ATP luminescence, 72 h | AID 1347075; note: potency is the fitted concentration of half-maximal effect; % is set by controls: 0 for no effect and ±100 for the full control effect; nearly all actives have a fitted effect of over 60% in size
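KB-3-1 parental drug-naive adenocarcinoma cells in DMEM/10% FBS, incubated 72 h at 37 C with pin-transferred compounds across a concentration series. Viability by CellTiter-Glo luminescence; concentration-response curves fitted after normalization.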
SW480 rerep = induces DNA re-replication in SW480 colon adenocarcinoma cells. SW480 DNA re-replication, Hoechst DNA content imaging, 48 h. Potency, µM (doses to about 46.1 µM), for the others: at the top dose re-replication activation, hits mostly activators. 340,000 tested, 1.8% active; note: potency is the fitted concentration of half-maximal effect; % of control where 0% means no effect; nearly all actives have a fitted effect of over 55% in size
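Readout is total intensity of Hoechst-stained nuclei, excited at 405 nm and collected at 500-530 nm. Compound treatment lasted 48 hr at 37 C in 5% CO2 before staining.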
IL1B secr inh = inflammasome signaling inhibition, IL-1 beta readout; 360,000 tested, 4.7% active; activity change, % at 57.5 µM; AID 743279; THP-1 LPS/ATP IL-1B secretion, AlphaLISA, 16 h; hits give low values; in the data active = activity change below about -50%; inconclusive = mostly about -30% to -49%; note: % is set by controls: 0 for no effect and ±100 for the full control effect
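Secreted IL-1B measured by AlphaLISA bead assay after 16 h compound exposure of THP-1 cells; compounds (final up to 57.5 uM) added 1 h before LPS (250 ng/mL) and ATP (1.25 mM) stimulation; lower signal means less secretion.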
ATXN2 expr inh = inhibitors of ATXN2 expression. HEK-293 ATXN2-luciferase reporter, luminescence, 24 h. 360,000 tested, 0.72% active. AID 1745845. Potency, µM (titrated, usually from 57 µM), for inactives: at the highest dose activity change, negative = inhibition, actives largely listed as inhibitors; note: potency is the fitted concentration of half-maximal effect; % is set by controls: 0 for no effect and ±100 for the full control effect; nearly all actives have a fitted effect of over 55% in size
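ATXN2-luciferase reporter cells (luciferase flanked by upstream and downstream ATXN2 gene portions) were treated 24 h at 37 °C with compounds at up to 57 uM. SteadyGlo luminescence gave expression; GF-AFC fluorescence gave viability.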
WRN helicase inh = inhibitors of human WRN helicase; WRN helicase unwinding, fluorescent forked duplex, kinetic; Potency, µM (series often up to 114 µM), for inactives: at the top dose activity change, negative = inhibition, usual class: inhibitors; AID 651768; 360,000 tested, 0.46% active; Q14191; note: potency is the fitted concentration of half-maximal effect; % is set by controls: 0 for no effect and ±100 for the full control effect; nearly all actives have a fitted effect of over 55% in size
Target sequence (Q14191 whole entry, looked up): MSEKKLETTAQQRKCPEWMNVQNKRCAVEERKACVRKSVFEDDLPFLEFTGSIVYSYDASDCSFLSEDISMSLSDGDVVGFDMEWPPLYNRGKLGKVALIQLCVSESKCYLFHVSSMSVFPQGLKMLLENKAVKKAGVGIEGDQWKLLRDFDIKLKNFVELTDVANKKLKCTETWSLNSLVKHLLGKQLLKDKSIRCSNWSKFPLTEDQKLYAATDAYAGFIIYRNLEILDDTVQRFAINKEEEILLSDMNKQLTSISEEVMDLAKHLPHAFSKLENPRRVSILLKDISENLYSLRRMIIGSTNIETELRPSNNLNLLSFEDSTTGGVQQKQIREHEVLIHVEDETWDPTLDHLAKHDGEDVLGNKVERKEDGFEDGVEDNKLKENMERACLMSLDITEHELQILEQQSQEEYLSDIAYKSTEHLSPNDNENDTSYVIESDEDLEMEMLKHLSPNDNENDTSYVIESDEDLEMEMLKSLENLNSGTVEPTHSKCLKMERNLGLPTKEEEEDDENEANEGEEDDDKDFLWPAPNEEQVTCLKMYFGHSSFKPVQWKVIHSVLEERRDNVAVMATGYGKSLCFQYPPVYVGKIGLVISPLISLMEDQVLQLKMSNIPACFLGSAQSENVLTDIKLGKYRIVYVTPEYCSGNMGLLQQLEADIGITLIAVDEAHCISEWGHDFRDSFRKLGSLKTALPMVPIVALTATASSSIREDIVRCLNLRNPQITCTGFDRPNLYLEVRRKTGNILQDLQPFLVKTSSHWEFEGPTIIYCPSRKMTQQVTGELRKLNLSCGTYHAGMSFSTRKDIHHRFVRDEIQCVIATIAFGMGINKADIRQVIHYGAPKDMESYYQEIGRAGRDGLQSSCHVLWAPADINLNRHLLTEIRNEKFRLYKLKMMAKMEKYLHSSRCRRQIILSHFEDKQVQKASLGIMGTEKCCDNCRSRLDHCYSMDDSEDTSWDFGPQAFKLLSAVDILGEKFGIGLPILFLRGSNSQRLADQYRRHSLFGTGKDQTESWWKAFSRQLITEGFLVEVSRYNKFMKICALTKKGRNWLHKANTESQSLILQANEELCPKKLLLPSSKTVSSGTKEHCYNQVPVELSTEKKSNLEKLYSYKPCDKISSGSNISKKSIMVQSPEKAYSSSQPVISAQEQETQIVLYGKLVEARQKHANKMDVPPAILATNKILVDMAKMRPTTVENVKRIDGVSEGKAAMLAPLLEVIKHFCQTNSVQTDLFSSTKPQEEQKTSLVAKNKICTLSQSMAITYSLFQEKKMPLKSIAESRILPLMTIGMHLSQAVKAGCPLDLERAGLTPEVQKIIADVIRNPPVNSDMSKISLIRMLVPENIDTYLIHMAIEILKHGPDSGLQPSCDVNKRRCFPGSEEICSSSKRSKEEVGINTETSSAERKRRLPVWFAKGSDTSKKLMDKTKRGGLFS
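Kinetic fluorescence helicase assay: unwinding of a quenched forked DNA duplex (100 nM final) with 2 mM ATP final raises red fluorescence (525/598 nm). Compounds sat 15 min at room temperature with 20 nM WRN beforehand.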
KB-V1 cytotox = kills drug-selected multidrug resistant KB-V1 cells; KB-V1 MDR cells viability, CellTiter-Glo, 72 h; Potency, µM (titrated, usually from 46.1 µM), for inactives: top-dose activity change, negative = cytotoxicity, actives largely listed as cytotoxic; 400,000 tested, 3.4% active; note: potency is the fitted concentration of half-maximal effect; % is set by controls: 0 for no effect and ±100 for the full control effect; nearly all actives have a fitted effect of over 60% in size
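Luminescent ATP read-out (CellTiter-Glo, 10 min) measures survival of drug-selected KB-V1 MDR cells after 72 h, 37 degrees C compound exposure. Medium: phenol-red-free DMEM, 10% FBS. Values from fitted concentration-response curves.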
HT1080NT lethal = kills 2HG-producing HT-1080-NT fibrosarcoma cells; HT-1080-NT fibrosarcoma viability, CellTiter-Glo ATP luminescence, 48 h; Potency, µM (titrated, usually from 46.1 µM), without a hit: at the highest dose activity, negative = less viability, hits mostly cytotoxic; 360,000 tested, 1.6% active; AID 686970;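 note: NT is the 2HG producing partner of a matched IDH1 knockdown line; potency is the fitted concentration of half-maximal effect; 0% = DMSO-treated cells and -100% = media-only wells without cells; nearly all actives have a fitted effect of over 55% in size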
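Read-out is CellTiter-Glo luminescence after 10 minutes at room temperature, following 48 hours' compound treatment of HT-1080-NT cells (750 cells/well, RPMI, 5% FBS, 37 degrees C).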
Starred values were filed as active, the others as inactive; u = inconclusive; x = not tested or not shown; [ ] = dose if it differs, or a comment. Unless noted, calls come from the whole dose curve; as a rule, active = well fitted curve in the direction sought with a large enough effect; inconclusive = small, poorly fitted or top-dose-only effect, or another doubt; inactive = no such curve, though single readings can be large; an effect the other way counts as inactive or inconclusive.

Second line of a record: MCF10A rereplic	HT1080 IDH1KD tx	KB-3-1 tox	SW480 rerep	IL1B secr inh	ATXN2 expr inh	WRN helicase inh	KB-V1 cytotox	HT1080NT lethal
- COc1cc(-c2nnc(CSc3nnc(Nc4ccc(C(C)C)cc4)s3)o2)cc(OC)c1OC
 : 15µM*	16µM*	-24%	28%	-11	-59%	-21%	21µM*	u
- CC(=O)Nc1ccc(NC(C)=O)c(NC2OCC(O)C(O)C2O)c1 (stereo not given)
 : -5%	11%	12%	-13%	14	-6%	5%	22%	7%
- O=C(NCCc1ccccc1)C1CCN(S(=O)(=O)c2cccnc2)CC1
 : 11%	4%	6%	-11%	4	3%	2%	-10%	14%
- Clc1ccc(-c2nc3ccccn3c2CN2CCOCC2)cc1
 : 7%	-16%	-3%	-1%	26	9%	-6%	-6%	-4%
- CCOC(=O)C[C@@H]1OC2CCCCC2N1S(=O)(=O)c1ccc(C)cc1 (stereo not given in full)
 : x	-3%	-13%	x	14	x	4%	u	-5%
- O=C(N=C1SC2CS(=O)(=O)CC2N1CCc1ccccc1)C1CCCCC1 (stereo not given)
 : 2%	-1%	5%	0%	14	x	3%	19%	-1%
- O=C(CSc1nnc2ccccn12)NCc1ccc2c(c1)OCO2
 : -1%	7%	1%	-94%[inhibitor]	8	x	5%	u	6%
- CN(C(=O)c1ccco1)c1nc(-c2ccccc2)cs1
 : 4%	-4%	0%	-4%	-16	80%[activator]	-6%	-20%	-7%
- O=C(CCNS(=O)(=O)c1ccccc1)Nc1ccccc1
 : 2%	0%	18%	0%	10	29%	1%	-5%	0%
- COc1ccccc1NC(=O)CSc1nc2sc(C)c(C)c2c(=O)n1Cc1ccco1
 : 27%	1%	0%	1%	39	-22%	-14%	u	-19%
- N/C(=N\NC(=O)c1ccc(Cl)cc1)c1cnccn1
 : 6%	-12%	u	u	11	-34%	-8%	0%	-19%
- COc1ccc([C@H]2CC(=O)C=C(c3cccc(Cl)c3)C2)cc1
 : u	-1%	-16%	2%	-28	-8%	-4%	-8%	-12%
- O=C(NCCN1CCOCC1)c1cccc(S(=O)(=O)N2CCCC2)c1
 : 0%	12%	x	3%	-4	2%	-30%	x	8%
- O=C(Nc1nncs1)c1cc(S(=O)(=O)N2CCOCC2)ccc1Cl
 : -3%	18%	17%	5%	2	0%	5%	12%	4%
- CC(=O)Nc1ccc(S(=O)(=O)N2CCN(c3cnn(C)c(=O)c3Cl)CC2)cc1
 : -7%	20%	1%	-25%	-12	6%[11.3 µM]	-21%	0%	7%
- O=C(CCc1nnc(-c2ccsc2)o1)NCc1ccccc1OC(F)(F)F
 : 26%	6%	7%	-6%	17	17%	-3%	-14%	-3%
- Cn1c(=O)c(=O)n(C)c2cc(N3CCOCC3)c(NS(=O)(=O)c3ccc(Br)cc3)cc21
 : -1%	-1%	4%	0%	-69*	-22%	5%	u	-1%
- COc1cccc(CNC(=O)C2CCC(=O)N(C3CC3)C2)c1OC (stereo not given)
 : -4%	2%	-5%	-13%	26	14%	-1%	16%	1%
- COc1cccc(C(=O)OCCN2CCCCC2)c1
 : -2%	5%[9.24 µM]	24%	-11%	0	3%	7%	6%	7%
- CSc1ccc2nnc(-c3cccc(F)c3)n2n1
 : 0%	-29%	-2%	-9%	7	-13%	-14%	13µM*	-9%
- COc1cccc(-n2c(O)c(C=NCc3ccccn3)c3ccccc3c2=O)c1
 : -2%	-11%	13%	-11%	-22	-13%	-3%	-18%	-20%
- COCCNC(=O)CN(C(=O)CCC(=O)Nc1ccccn1)c1ccccc1OC
 : -2%	6%	0%	-2%	0	7%	0%	-11%	3%
- Cc1n[nH]c(C)c1CCCCOc1ccccc1F
 : 13%	-17%	-8%	-3%	u	-7%	8%	-4%	-6%
- CC1CN(/C=C/C=O)C(C)CC1OC(=O)c1ccccc1 (stereo not given)
 : x	0%	1%	x	-7	-6%	14%	-4%	13%
- CN1C(=O)NC(NC(=O)c2cccs2)(C(F)(F)F)C1=O (stereo not given)
 : -2%	0%	16%	-12%	23	1%	-1%	9%	2%
- CC(C)C(=O)Nc1ccc2nn(-c3ccccc3)nc2c1
 : 2%	-11%	-4%	-3%	-3	105%[activator]	-14%	-11%	-11%
- N#CCSc1nc2c(sc(=S)n2Cc2ccco2)c(=O)n1-c1ccc(F)cc1
 : 18%	u	-9%	17%	-53*	-27%	-3%	u	u
- CCN1CCc2c(sc(NC(=S)NC(=O)c3ccc(Cl)cc3)c2C(N)=O)C1
 : -11%	-2%	1%	-45%[inhibitor]	x	12%	0%	-15%	-13%
- CC(c1ccccc1)C1CC(=O)N(c2ccc(C(=O)O)cc2)C1=O (stereo not given)
 : 5%	-1%	2%	3%	12	-13%	-4%	1%	2%
- COCCn1c(C(C)C)nc2ccccc21
 : 0%	12%	4%	12%	15	x	1%	11%	12%
- CC(=O)Nc1cccc(NC(=O)CSc2n[nH]c(-c3ccccc3)n2)c1
 : -4%	6%	2%	13%	89	12%	10%	4%	2%
- Cc1ccc2cccnc2c1NC(=S)NC(=O)c1ccccc1
 : 14%	u	14%	10%	26	1%	6%	15µM*	11µM*
- O=C1c2ccccc2C(=O)N1C1C(=O)N2CCSC12C(=O)OCc1ccccc1 (stereo not given)
 : 0%	3%	3%	0%	-9	-7%	-13%	-18%	-6%
- O=C(Cc1ccc(Cl)c(Cl)c1)Nc1cccc(S(=O)(=O)N2CCOCC2)c1
 : 8%	u	-28%	-5%	-80*	-17%	2%	u	-24%
- Cc1ccc(C(=O)NC(NCc2ccco2)C(Cl)(Cl)Cl)cc1 (stereo not given)
 : -5%	6%	-6%	x	0	0%	-17%	u	3%
- Cc1cnn(C(=O)c2cc(-c3ccccc3)nc3ccccc23)c1
 : -3%	7%	-9%	1%	4	-5%	-8%	14%	4%
- N#C/C(=C\c1cc(Br)ccc1F)C(=O)NC1CC1
 : u	9%	-11%	3%	-2	3%	0%	u	7%
- CC1CCCC(C)N1C(=O)CSc1nc2ccccc2c(=O)[nH]1 (stereo not given)
 : -1%	-21%	3%	3%	7	21%	-9%	1%	-27%
- O=C(N/N=C/c1ccc(-c2ccc(S(=O)(=O)Nc3ncccn3)cc2)o1)c1cc2ccccc2cc1O
 : 23%	-26%	-28%	0%[9.22 µM]	14	-16%	8.9µM*	0%	-24%
- CCCCCCn1cc(CN2CC(N(C)CC)CS2(=O)=O)nn1 (stereo not given)
 : x	19%	24%	x	50	5%	11%	-15%	5%
- C=CCn1c(O)c(N=NC(=O)CNC(=O)c2ccncc2)c2ccccc21
 : 1%	0%	-1%	-40%[inhibitor]	26	-1%	6%	-1%	-1%
- Cc1ccc(OCC(=O)OCC(=O)NC2CC2)cc1C
 : 1%	10%	21%	-3%	1	2%	2%	1%	8%
- O=c1[nH]c(N2CCN(c3ccccc3)CC2)nc2c1CCCC2
 : 1%	3%	13%	4%	-15	-7%	11%	-3%	3%
- O=C(CSc1nnc(NC(=O)C2CC2)s1)Nc1cccc(F)c1
 : 8%	1%	4%	-6%	-3	7%	-26%	u	5%
- CCc1nc2ccc(C(=O)N3CCN(C(=O)c4ccco4)CC3)cn2c1N(CC)Cc1cccc(Br)c1
 : x	0%	0%	x	-10	0%	-2%	0%	-17%

Copied from the list.
Reading for CC1CCCC(C)N1C(=O)CSc1nc2ccccc2c(=O)[nH]1 (stereo not given) in IL1B secr inh: 7
Reading for Cc1ccc(OCC(=O)OCC(=O)NC2CC2)cc1C in SW480 rerep: -3%

(list continues)
Second line of a record: MCF10A rereplic	HT1080 IDH1KD tx	KB-3-1 tox	SW480 rerep	IL1B secr inh	ATXN2 expr inh	WRN helicase inh	KB-V1 cytotox	HT1080NT lethal
- COc1ccccc1N1CCN(C(=O)c2ccc(Cl)c(S(=O)(=O)NCc3ccco3)c2)CC1
 : u	7.1µM*	7.1µM*	u	-6	-25%	-9%	13µM*	8.9µM*
- Nc1cc(C(=O)c2ccccc2)ccc1[N+](=O)[O-]
 : -11%	-1%	1%	-8%	u	-1%	-10%	-6%	5%
- COc1cc(OC)c(C(=S)N2CCCC2)cc1OC
 : 7%	-2%	2%	-49%	38	-3%	5%	-2%	3%
- COC(=O)c1ccc(COc2ccc(/C=N/Nc3cccc(C(=O)O)c3)cc2)cc1
 : 9%	2%	1%	-6%	0	31%[activator]	-6%[11.6 µM]	0%	-1%
- Nc1c2c(nc3ccc(Br)cc13)N(Cc1ccccc1)CC2
 : u	-14%	u	16%	u	x	7%	-25%	-10%
- O=C(COC(=O)CCc1c[nH]c2ccccc12)NC1CCS(=O)(=O)C1 (stereo not given)
 : 27%	-3%	-2%	-11%	10	10%	-15%	8%	-3%
- O=C(C[C@@H]1CC[C@@H]2[C@H](COC[C@H](O)CN2Cc2cccc(C(F)(F)F)c2)O1)NCc1ccc(Cl)cc1
 : x	-27%	3%	x	9	x	-5%	-8%	-22%
- OCCNCCCCOc1ccccc1F
 : 2%	-2%	-1%	-9%	-16	2%	-5%	6%	7%
- Cc1cccc(CC(=O)Nc2c3c(nn2-c2cccc(Cl)c2)CS(=O)C3)c1 (stereo not given)
 : -5%	-3%	14%	-5%	-14	-4%	-2%	21µM*	-3%
- O=C(CCCN1C(=O)NC2(CCCC2)C1=O)NCc1ccccc1
 : 3%	0%	-1%	-6%	29	-5%	9%	-17%	0%
- N#Cc1ccccc1S(=O)(=O)N1CCN(C(=O)c2ccc(-n3cncn3)c([N+](=O)[O-])c2)CC1
 : 12%	10%	3%	-8%	-7	-10%	0%	17%	13%

Screens from PubChem.
